Screening results as filed in PubChem BioAssay.
PKM2 act: activators of human pyruvate kinase M2. P14618. AID 1631. Potency, µM (doses to about 57.5 µM), for the others: top-dose activation, hits mostly activators. purified PKM2, Kinase-Glo ATP luminescence, activation; response scale: 0% is enzyme alone, no compound. hit rate 0.34% among 260,000; note: potency is the fitted concentration of half-maximal effect; nearly all actives have a fitted effect of over 55% in size
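hPK-M2, >95% pure; 0.1 mM ADP / 0.5 mM PEP final; imidazole pH7.2 buffer w/ 7 mM MgCl2, 50 mM KCl; 1 h RT; Kinase-Glo lum. Intermediate enzyme activity for dual inhibitor/activator qHTS.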
KCNH2 3.1 inh: blocks the human KCNH2 3.1 channel isoform; hit rate 0.95% among 340,000; activity change, % (tested at about 1.8 µM); AID 720553; U2OS KCNH2 3.1, thallium flux FluxOr; active compounds read low;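 active = maximum activity change below -70%; inconclusive = maximum activity change from -70% to -50%; inactive = maximum activity change above -50%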;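 note: thallium influx rate constant from kinetic fluorescence after stimulation buffer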
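We transduce U2OS cells with the mutant 3.1 virus, culture them overnight, load FluxOr with Red40 quencher for 45 min, then add stimulation buffer and read kinetically for 2 min to derive a normalized rate constant.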
FBPA coupling cs: coupling enzyme interference in Giardia aldolase counter-screen. coupling enzyme system counterscreen, AmpLite Red fluorescence. activity change, negative = inhibition, % at 58.2 µM, hits read low. hit rate 0.67% among 290,000. AID 2472; in the data active = activity change below about -30%
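First, compound is pin-transferred into glyceraldehyde-3-phosphate coupling-enzyme reagent at 57.5 uM final and held 10 min at RT. Next, substrate, coupling system and AmpLite Red are added. After 20 min RT, fluorescence (525/598 nm) is read.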
KCNH2 WT inh: KCNH2 (human, wildtype) channel inhibition; Q12809; U2OS, BacMam KCNH2, thallium flux FluxOr; active compounds read low; activity change, % at 1.84 µM; hit rate 0.37% among 340,000;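 active = maximum activity change below -70%; inconclusive = maximum activity change between -70% and -50%; inactive = maximum activity change above -50%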
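U2OS cells transduced with wild-type KCNH2 virus are loaded with FluxOr dye for 45 min, and thallium flux is measured in kinetic reads before and after stimulation buffer. Rate constants are normalized to DMSO controls.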
uPA generation: cell surface uPA generation inhibition | Potency, µM (doses to about 38.3 µM), inactives show top-dose activity change, negative = inhibition, most hits filed as inhibitors | hit rate 0.31% among 330,000 | cell surface uPA generation assay, qHTS; active = well fitted inhibition curve with a large enough effect; inconclusive = small, poorly fitted or top-dose-only effect; inactive = no such curve, though single readings can be large or run the other way; tested in mouse RAW 264.7 cells; note: potency is the fitted concentration of half-maximal effect; nearly all actives have a fitted effect of over 55% in size
USP2a block: inhibitors of human ubiquitin-specific protease USP2a | hit rate 0.01% among 330,000 | O75604 | Potency, µM (series often up to 38.3 µM), inactives show top-dose activity change, negative = inhibition, actives largely listed as inhibitors | USP2 core, Ub-CHOP2 coupled fluorogenic reporter, 485/531;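 note: potency is the fitted concentration of half-maximal effect; plate controls were DMSO wells for no effect and full inhibition by NEM control for full effect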
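Cell-free coupled assay: 10nM USP2 core preincubated 30min RT with compound in Tris-HCl pH 8.0/CaCl2/CHAPS buffer, then 25nM Ub-CHOP2 and 25nM reporter substrate; fluorescence (Ex 485/Em 531) read after 60min RT, normalized to NEM inhibition, concentration-response curves fitted.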
GALK inhibitor: blocks human galactokinase activity; P51570; Purified GALK, Kinase-Glo residual ATP luminescence; Potency, µM (highest dose often 57.5 µM), for inactives: at the top dose activity change, negative = inhibition, most hits filed as inhibitors; hit rate 0.007% among 270,000; AID 1868; note: potency is the fitted concentration of half-maximal effect
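ATP-depletion format; final 35 uM ATP, 100 uM D-galactose, 5 nM enzyme; pH 8.0 HEPES/Mg2+ buffer; 60 min RT; luminescence read 10 min after detection reagent.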
B2AR arrestin: agonists driving beta-arrestin recruitment to human beta2-adrenergic receptor; beta-arrestin recruitment to beta2AR, cell-based reporter; Potency, µM (doses to about 46.1 µM), for inactives: at the top dose activation, most hits filed as activators; hit rate 0.02% among 330,000;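 note: potency is the fitted concentration of half-maximal effect; 0% = DMSO controls and full agonism = EC100 isoproterenol or metaproterenol; nearly all actives have a fitted effect of over 65% in size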
Target sequence (P07550 whole entry, looked up): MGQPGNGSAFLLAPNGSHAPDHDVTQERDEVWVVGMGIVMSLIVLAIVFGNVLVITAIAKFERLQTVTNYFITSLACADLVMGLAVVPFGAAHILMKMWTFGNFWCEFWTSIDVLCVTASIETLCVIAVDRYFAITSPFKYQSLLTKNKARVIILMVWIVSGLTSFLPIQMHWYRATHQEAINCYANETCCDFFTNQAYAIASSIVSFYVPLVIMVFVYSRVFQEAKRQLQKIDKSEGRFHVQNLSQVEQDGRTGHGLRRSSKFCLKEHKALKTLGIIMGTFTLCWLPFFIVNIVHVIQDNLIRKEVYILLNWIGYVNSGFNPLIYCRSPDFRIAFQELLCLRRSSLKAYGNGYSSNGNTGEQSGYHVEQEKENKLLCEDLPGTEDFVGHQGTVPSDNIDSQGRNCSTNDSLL
Eya2 phos inh: blocks the phosphatase activity of human Eya2. recombinant Eya2, OMFP fluorescence dephosphorylation (OMFP is methylfluorescein phosphate). hit rate 0.006% among 330,000. O00167. Potency, µM (top dose mostly 76.9 µM), without a hit: at the top dose activity, negative = inhibition, hits mostly inhibitors; note: potency is the fitted concentration of half-maximal effect
Target sequence (O00167 whole entry, looked up): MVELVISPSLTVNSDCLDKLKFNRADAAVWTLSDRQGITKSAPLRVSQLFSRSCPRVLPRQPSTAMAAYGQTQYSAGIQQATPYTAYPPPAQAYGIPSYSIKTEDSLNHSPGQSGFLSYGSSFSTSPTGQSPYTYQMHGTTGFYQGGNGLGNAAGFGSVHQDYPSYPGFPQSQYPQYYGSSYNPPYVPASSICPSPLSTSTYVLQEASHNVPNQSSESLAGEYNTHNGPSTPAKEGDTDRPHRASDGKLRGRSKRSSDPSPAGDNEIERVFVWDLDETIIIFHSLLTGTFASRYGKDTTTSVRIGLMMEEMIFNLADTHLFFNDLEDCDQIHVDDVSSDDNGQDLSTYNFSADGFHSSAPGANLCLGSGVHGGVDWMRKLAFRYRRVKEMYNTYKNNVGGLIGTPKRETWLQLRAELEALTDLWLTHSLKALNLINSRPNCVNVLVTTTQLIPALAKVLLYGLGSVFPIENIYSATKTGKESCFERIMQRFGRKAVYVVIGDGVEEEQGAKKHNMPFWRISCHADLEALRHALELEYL
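Eya2 protein (added as 0.2 uM solution) was preincubated with compound for 10 min at ambient temperature in 50 mM HEPES pH 7.5, 50 mM NaCl, 5 uM MgCl2, 0.05% BSA, 1 mM DTT. OMFP (added at 50 uM) then reacted 10 min; fluorescence read at 485/525 nm.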
Giardia killer: kills Giardia lamblia; hit rate 0.15% among 340,000; activity change, % at 7.66 µM, hits read low; Giardia lamblia trophozoite viability; in the data active = activity change below about -80%; inconclusive = between about -30% and that limit;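 note: parasites exposed to compound for two days anaerobically before the ATP read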
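Media and compound were dispensed first, then trophozoites at 100 cells/well; plates sat 48 hrs at 37 deg C without oxygen before ATP luminescence reagent was added and read after 15-30 min at room temperature.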
BCR signal inh: inhibitors of chronic active B-cell receptor signaling | ABC-DLBCL IkBa-CBG/CBR reporter, luminescence ratio, 4 h | Potency, µM (series often up to 46.1 µM), without a hit: at the highest dose ratio change, negative = lower green/red ratio, most hits filed as inhibitors | hit rate 0.05% among 340,000 | AID 493014; active = well fitted inhibition curve with a large enough effect in the signal ratio, with a control signal flat, not every such curve was filed as active; inconclusive = small, poorly fitted or top-dose-only effect, or effect the other way, or a change in a side signal; the % refers to the signal ratio;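 note: potency is the fitted concentration of half-maximal effect; plate controls were basal doxycycline-induced cells for no effect and cells given 10 µM MG132 for full effect; MG132 reads +100%, hits lower the ratio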
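Cell line TMD8 (human ABC DLBCL), stably expressing tet-inducible CBG68-IkBa fusion and CBR; IMDM/0.5% FBS; cpd up to 46 uM; dox induction, 4 h, 37C/5% CO2; dual luminescence; green/red ratio; MG132 control.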
* hit, by the source's call; i = inactive; u = inconclusive; x = no result given; [ ] = dose if it differs, or a comment. Unless noted, calls come from the whole dose curve; as a rule, active = well fitted curve in the direction sought with a large enough effect; inconclusive = small, poorly fitted or top-dose-only effect, or another doubt; inactive = no such curve, though single readings can be large; an effect the other way counts as inactive or inconclusive. Unless noted, % is set by controls: 0 for no effect and ±100 for the full control effect.

SMILES	PKM2 act	KCNH2 3.1 inh	FBPA coupling cs	KCNH2 WT inh	uPA generation	USP2a block	GALK inhibitor	B2AR arrestin	Eya2 phos inh	Giardia killer	BCR signal inh
O=C(c1cnc2n(c1=O)CCS2)N(C1CCCCC1)C1CCCCC1	7%	3	2	-16	5%	2%	1%	-0.7%	4%	-3	2%
COc1ccc(Br)cc1CNC(=O)CCNC(=O)Cn1ccc2ccccc2c1=O	x	7	-3	-11	13%	-2%	0%	0.1%	-19%	-4	5%
Cc1cc(C)cc(NC2=C(N)C(=O)c3ccccc3C2=O)c1	x	-16	-11	1	-4%	1%	x	0.2%	-6%	-8	4%
CCOC(=O)CCc1c(C)c2ccc(OC3CCCCC3=O)c(C)c2oc1=O (configuration not stated)	x	-1	3	14	13%	1%	4%	0.1%	u	6	0%
Cc1ccc(CNS(=O)(=O)c2cc3c4c(c2)CCN4C(=O)CC3)cc1	x	-2	x	-1	3%	-2%	x	0.2%	-4%	13	-10%
COc1ccc(CC(=O)NCC2CCCCC2)cc1OC	x	10	3	-3	-1%	1%	1%	-0.1%	14%	48[activator]	0%
CC(C)C(NC(=O)c1ccccc1)C(=O)NC1=NCCS1 (configuration not stated)	-21%	5	1	-3	6%	0%	1%	0.0%	14%	7	1%
Cc1[nH]n(-c2ccccc2)c(=O)c1/C=N/n1c(C)nc2ccccc2c1=O	-20%	19	-2	8	-5%	3%	2%	0.4%	-18%	-10	u
COc1cc(C)c(C(C)C)cc1S(=O)(=O)n1cnc(C)c1	1%	13	0	-18	u	7%	-2%	-0.2%	-8%	-12	u
COc1cccc(CN2CCN(Cc3ccc(OC)c(OC)c3)CC2CCO)c1 (configuration not stated)	-2%	-1	-3	-8	-2%	1%	3%	4.1%	-3%	-5	u
CN(c1ccccc1)S(=O)(=O)c1ccc(Cl)c(C(=O)Nc2nc3ccccc3[nH]2)c1	-3%	-21	4	-19	-12%	-8%	-3%	-0.1%	-18%	6	u
Cc1ccc[n+](CC(=O)Nc2cc(C(F)(F)F)ccc2N2CCOCC2)c1	-1%	-5	3	2	-2%	-1%	-1%	0.1%	7%	9	3%
CCOC(=O)C1=C(C)N(C)C(=O)NC1c1cccc(O)c1 (configuration not stated)	-3%	2	-1	1	-3%	-1%	2%	-0.1%	-2%	-19	4%
CCOc1ccc(N(CC(=O)NC2CCCC2)C(=O)CSc2nnc(COc3ccccc3)o2)cc1	2%	-14	-4	6	-8%	6%	4%	0.0%	25%	13	-11%
Cc1cc(=O)[nH]c(SCC(=O)Nc2ccc(Br)cc2)n1	-1%	1	11	3	-2%	4%	-2%	0.0%	2%	12	13%
CCOC(=O)c1sc(NC(=O)CCN2CCC(C)CC2)c(C(=O)OCC)c1C	0%	-14	4	-8	2%	0%	5%	-0.9%	12%	-2	2%
Cc1ccc(CNC(=O)COC(=O)CCOc2ccc(C)cc2)cc1	x	2	x	-2	0%	-1%	x	-0.7%	-26%	-21	-1%
CC(C)CNC(=S)Nc1ccc(S(N)(=O)=O)cc1	-1%	6	0	0	7%	2%	x	4.3%	5%	-10	-3%
CC(C)NC(=O)/C(C#N)=C\c1ccc(N(C)C)c(Br)c1	-9%	0	5	-2	0%	1%	-1%	-0.2%	11%	8	u
CN(C(=O)COC(=O)C(Cc1ccccc1)NC(=O)c1ccccc1)c1ccccc1 (configuration not stated)	1%	3	-2	-9	0%	3%	0%	-0.5%	0%	11	u
CN(C(=O)c1cccnc1)c1nc(-c2ccccc2)cs1	0%	2	0	-4	x	1%	2%	0.2%	10%	6	u
COCCNc1nc2c(c(=O)n(C)c(=O)n2C)n1Cc1cccc(C)c1	-1%	-6	0	6	-3%	6%	10%	-3.0%	12%	-11	10%
CCOC(=O)c1c(C)nc2sc3c(c2c1-c1ccc(OC)cc1)NC(c1ccc(OC)cc1)NC3=O (configuration not stated)	2%	-10	x	-12	2%	0%	-1%	-1.1%	9%	3	u
Cn1c(CSCC(=O)Nc2ccccc2)nnc1SCc1ccccc1	-6%	-2	0	-6	1%	1%	-2%	0.2%	8%	4	2%
CCn1c2c(c3cc(C(=O)O)ccc31)CCCC2=O	-4%	2	6	1	-4%	-1%	-3%	0.0%	2%	-8	1%

Other entries follow.
SMILES	PKM2 act	KCNH2 3.1 inh	FBPA coupling cs	KCNH2 WT inh	uPA generation	USP2a block	GALK inhibitor	B2AR arrestin	Eya2 phos inh	Giardia killer	BCR signal inh
CCOC(=O)C1CCN(c2ncnc3c2oc2ccc(Br)cc23)CC1	-6%	-3	4	-2	x	2%	-4%	-0.1%	-9%	1	-3%
COc1ccccc1NC(=O)N1CCC(C(=O)c2ccc(Cl)cc2)CC1	-2%	-8	0	7	-7%	0%	-1%	-0.1%	7%	-4	1%
Cc1cc(=O)oc2c(CN3CC(C)OC(C)C3)c(O)c(Cl)cc12 (configuration not stated)	-6%	-1	-2	-2	3%	0%	0%	0.2%	9%	7	3%
C[C@H](NC(=O)Cn1cncn1)c1ccccc1	2%	-14	1	2	1%	0%	5%	0.2%	-5%	-12	1%
Cc1ccc(CSc2nnc(Cn3c(=O)sc4ccccc43)n2C)cc1	9%	-9	-1	-7	6%	-1%	-2%	-0.3%	-14%	u	u
CC(C)CCNC(=O)NC(=O)Cn1cc(C(F)(F)F)ccc1=O	-6%	x	3	x	x	0%	-1%	-0.1%	6%	x	15%
CCN(CC)CCNC(C(=O)Nc1cccc(C(C)=O)c1)c1ccccc1 (configuration not stated)	0%	-6	0	6	4%	2%	0%	-0.2%	2%	1	3%
O=C(NCCS(=O)(=O)c1ccc(Br)cc1)c1c(F)cccc1F	-2%	1	2	-10	2%	-3%	-2%	-0.9%	-19%	-5	-4%
CCN(CC)c1ccc(NC(=O)COc2ccccc2C#N)cc1S(=O)(=O)Nc1ccc(OC)cc1	-9%	-38	0	0	4%	-8%	0%	0.6%	0%	-12	u
O=C(c1cccc(Cl)c1)N1CCN(c2ncnc3c2cnn3-c2ccccc2)CC1	-1%	-13	0	i	0%	5%	4%	-0.7%	-1%	22	1%
CCOC(=O)C1(Cc2cccc(OC)c2)CCCN(C(=O)CNC(C)=O)C1 (configuration not stated)	-4%	9	2	2	3%	2%	0%	-0.6%	-6%	17	0%
CC(Oc1ccc2ccc(=O)oc2c1)C(=O)c1ccccc1 (configuration not stated)	-1%	2	4	-8	-1%	0%	-2%	-0.4%	-9%	24	-23%
Cc1cc(C)nc(Sc2ccc(C=O)cc2[N+](=O)[O-])n1	-2%	x	-1	8	0%	2%	3%	2.5%	-10%	1	-2%
Cc1ccc([N+](=O)[O-])c(OCCCN2C(=O)NC(C)(C)C2=O)c1	3%	6	12	3	u	1%	-1%	0.6%	-8%	-30	-4%
COc1cccc(/C=C/C(=O)NNC(=O)c2ccccc2)c1OC	x	4	x	-3	-4%	1%	x	0.3%	9%	-5	u
O=C1c2ccccc2NC(c2ccc(O)cc2)N1c1ccccc1 (configuration not stated)	x	-8	4	0	0%	-1%	1%	-0.4%	6%	-18	4%
Cc1onc(-c2ccccc2Cl)c1C(=O)c1ccccc1	1%	-7	1	-4	-1%	-6%	1%	0.1%	-6%	-18	1%
O=C(N/N=C/c1ccc(Br)s1)c1ccncc1	1%	3	-1	-7	5%	0%	-1%	12%	1%	-2	u
CS(=O)(=O)C1=NSC2=NC(=O)/C(=C\c3ccc(-c4ccccc4)o3)C(=N)N21	-5%	x	2	x	x	0%	-5%	0.0%	11%	x	u
Cc1ccc2c(c1)NC(=O)c1cccnc1N2	-11%	-2	-1	5	-7%	2%	x	-0.6%	-4%	-17	u
O=C(CCNS(=O)(=O)c1ccc(Br)cc1)NCc1ccc(Cl)cc1	x	-3	2	3	3%	-2%	6%	-1.6%	-1%	-1	-9%
Cc1ccc(-c2nnn(CC(=O)N(Cc3ccccc3)C(C(=O)NC(C)(C)C)c3ccncc3)n2)o1 (configuration not stated)	2%	-2	1	-10	x	-2%	-2%	-0.1%	-21%	-22	-8%
COc1ccc(C2=CC(=O)CC(c3ccccc3)C2)cc1 (configuration not stated)	-2%	17	4	-1	-3%	1%	-2%	0.4%	-10%	0	-3%
Cc1csc(NC(=O)c2ccc(OCC3CCCO3)cc2)n1 (configuration not stated)	-20%	1	1	1	-10%	0%	8%	0.1%	-5%	-15	u
CC(C)c1cc(=O)[nH]c(N2CCN(Cc3ccc4c(c3)OCO4)CC2)n1	0%	6	2	-1	-3%	0%	-5%	-0.6%	2%	4	-2%
Cc1ccc(C(=O)O/N=C/c2c(N3CCOCC3)n(C)c3ccccc23)cc1	0%	-1	-3	12	x	0%	0%	-0.2%	2%	-6	-5%
